MITF inh – human MITF inhibition, primary screen; O75030; AlphaScreen MITF homodimerization, bead proximity signal; inhibition, % at 2.6 µM; 650,000 compounds, 0.91% hits; AID 1259374; in the data active = inhibition above about 50%;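 note: 0% = vehicle wells with protein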
Target sequence (O75030 whole entry, looked up): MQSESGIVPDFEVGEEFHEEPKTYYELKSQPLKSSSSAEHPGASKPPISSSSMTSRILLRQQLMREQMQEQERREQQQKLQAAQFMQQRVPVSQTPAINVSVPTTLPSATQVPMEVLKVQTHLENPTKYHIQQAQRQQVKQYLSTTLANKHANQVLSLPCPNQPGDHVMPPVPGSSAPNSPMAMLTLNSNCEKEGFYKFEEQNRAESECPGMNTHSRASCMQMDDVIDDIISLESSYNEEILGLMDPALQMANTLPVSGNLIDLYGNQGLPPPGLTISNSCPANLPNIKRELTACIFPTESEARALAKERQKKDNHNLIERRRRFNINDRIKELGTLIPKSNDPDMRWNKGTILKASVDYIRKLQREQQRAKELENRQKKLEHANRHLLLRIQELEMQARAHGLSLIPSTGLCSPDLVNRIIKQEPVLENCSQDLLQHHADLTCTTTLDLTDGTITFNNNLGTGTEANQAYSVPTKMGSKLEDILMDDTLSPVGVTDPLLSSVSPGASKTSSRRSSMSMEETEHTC
GPR151 activ – human GPR151 activation; Q8TDV0; PathHunter beta-arrestin GPR151 cells, luminescence; activation, % at 11.2 µM; 650,000 compounds, 1% hits; AID 1508602; in the data active = activation above about 4.9%;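 note: 0% = median of compound wells and 100% = cells with positive control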
Target sequence (Q8TDV0 whole entry, looked up): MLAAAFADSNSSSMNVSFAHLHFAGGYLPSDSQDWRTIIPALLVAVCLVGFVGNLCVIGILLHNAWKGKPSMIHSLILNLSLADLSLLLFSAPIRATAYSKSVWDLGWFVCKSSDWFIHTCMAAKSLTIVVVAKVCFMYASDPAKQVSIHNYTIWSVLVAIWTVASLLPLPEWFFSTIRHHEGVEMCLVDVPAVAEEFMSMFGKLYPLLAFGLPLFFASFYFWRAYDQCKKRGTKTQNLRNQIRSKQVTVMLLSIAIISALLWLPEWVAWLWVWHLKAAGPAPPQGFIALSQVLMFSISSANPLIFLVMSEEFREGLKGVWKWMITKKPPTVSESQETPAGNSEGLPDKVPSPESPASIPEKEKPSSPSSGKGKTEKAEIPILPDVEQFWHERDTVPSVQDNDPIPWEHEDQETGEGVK
TEAD-YAP inh – TEAD-YAP interaction inhibition. HEK-TIYL cells, TEAD-Gal4/YAP UAS-luciferase luminescence. inhibition, % at 9.12 µM. 640,000 compounds, 1.4% hits; in the data active = inhibition above about 32%;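 note: 0% = median of test compound wells and 100% = reference inhibitor wells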
FBW7 activator – human FBW7 E3 ligase activation, primary screen; Q969H0; AlphaScreen FBW7–phospho-cyclin E peptide binding, activator screen; normalized activity (activation), % at 26.1 µM; 650,000 compounds, 0.13% hits; AID 1259310; in the data active = normalized activity above about 1.9%;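 note: purified mutant Fbw7 with reduced substrate affinity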
* hit, by the source's call; & = joins results of further samples.

Start of the data: the first six compounds, to show the layout:
`CCN(CC)c1ccc(C2=C(Cl)C(=O)c3ncccc3C2=O)cc1` gave MITF inh 27 and GPR151 activ -2.0.
`COc1cccc(-n2c(SCC(=O)N3CCCC3)nnc2-c2c[nH]c3ccccc23)c1` gave MITF inh -14, GPR151 activ 2.3, TEAD-YAP inh -15 and FBW7 activator -0.2.
Screening COc1cc(C=O)cc(Br)c1OCC(=O)c1ccccc1 returned MITF inh 11, GPR151 activ 0.1, TEAD-YAP inh -2 and FBW7 activator -0.1.
`OC1CCC(Nc2nc(NCc3cccc(C(F)(F)F)c3)c3[nH]cnc3n2)CC1` (stereo not given) gave MITF inh -2, GPR151 activ 0.6, TEAD-YAP inh -20 and FBW7 activator -0.2.
`CCC[C@@H]1NC(=O)[C@H]2CN(Cc3cnn(-c4ccc(C)cc4)c3)CCN2C1=O` gave MITF inh 7, GPR151 activ -0.7, TEAD-YAP inh 0 and FBW7 activator -0.1.
CNC(=S)N1CCC(C(=O)c2ccc(Cl)cc2)CC1 was read as MITF inh 8, GPR151 activ 0.4, TEAD-YAP inh 9 and FBW7 activator -0.1.

The list itself, from the first entry:
`CCN(CC)c1ccc(C2=C(Cl)C(=O)c3ncccc3C2=O)cc1` gave MITF inh 27 and GPR151 activ -2.0.
`COc1cccc(-n2c(SCC(=O)N3CCCC3)nnc2-c2c[nH]c3ccccc23)c1` gave MITF inh -14, GPR151 activ 2.3, TEAD-YAP inh -15 and FBW7 activator -0.2.
Screening COc1cc(C=O)cc(Br)c1OCC(=O)c1ccccc1 returned MITF inh 11, GPR151 activ 0.1, TEAD-YAP inh -2 and FBW7 activator -0.1.
`OC1CCC(Nc2nc(NCc3cccc(C(F)(F)F)c3)c3[nH]cnc3n2)CC1` (stereo not given) gave MITF inh -2, GPR151 activ 0.6, TEAD-YAP inh -20 and FBW7 activator -0.2.
`CCC[C@@H]1NC(=O)[C@H]2CN(Cc3cnn(-c4ccc(C)cc4)c3)CCN2C1=O` gave MITF inh 7, GPR151 activ -0.7, TEAD-YAP inh 0 and FBW7 activator -0.1.
CNC(=S)N1CCC(C(=O)c2ccc(Cl)cc2)CC1 was read as MITF inh 8, GPR151 activ 0.4, TEAD-YAP inh 9 and FBW7 activator -0.1.
Screening COc1ccc(OC)c(-n2c(C)c3c(C)nnc(C)c3c2C)c1 returned MITF inh 3, GPR151 activ 0.3, TEAD-YAP inh 8 and FBW7 activator 0.1.
For COCCC(=O)NC(C)c1nnc2n1CCN(Cc1ccc(O)cc1)CC2 (stereo not given) the results were MITF inh 7, GPR151 activ -0.3, TEAD-YAP inh 7 and FBW7 activator -0.1.
`CC1=CC(c2ccccc2)n2nc(NC(=O)c3ccccc3)nc2N1` (stereo not given) gave MITF inh 2, GPR151 activ 1.5, TEAD-YAP inh -10 and FBW7 activator -0.1.
Screening Cc1ccc(-n2[nH]c(C)c(C=Nc3ccc(S(=O)(=O)CCO)cc3)c2=O)cc1 returned MITF inh 8, GPR151 activ -0.8, TEAD-YAP inh -1 and FBW7 activator -0.3.
For CCN1CCN(C2CCN(C(=O)c3ccc(-c4cccs4)nc3N(C)C)CC2)CC1 the results were MITF inh -4, GPR151 activ 0.7, TEAD-YAP inh -8 and FBW7 activator -0.1.
O=C(O)CCCNS(=O)(=O)c1ccc(Cl)cc1 was read as MITF inh 7, GPR151 activ 0.5, TEAD-YAP inh -1 and FBW7 activator 0.2.
O=C(NCCc1ccc(Cl)cc1)c1cnccn1 was read as MITF inh 9, GPR151 activ -0.6, TEAD-YAP inh -21 and FBW7 activator -0.2.
`COc1c(C)cccc1C(=O)Nc1ccc(F)c(Cl)c1` gave MITF inh 15, GPR151 activ 0.0, TEAD-YAP inh -8 and FBW7 activator 0.3.
`O=C(Nc1cccc(Cl)c1N1CCC2(CC1)OCCO2)c1ccc(Br)o1` gave MITF inh -2, GPR151 activ -0.7, TEAD-YAP inh -3 and FBW7 activator -0.2.
Screening COc1cccc(CNC(=O)CCCn2c3ccccc3c3cn[nH]c(=O)c32)c1 returned MITF inh -5, GPR151 activ -0.2, TEAD-YAP inh 7 and FBW7 activator -0.3.
`Cc1cc(-c2nc3ccccc3o2)ccc1[N+](=O)[O-]` gave MITF inh 8, GPR151 activ -0.5, TEAD-YAP inh -45 and FBW7 activator 0.0.
CN=C(C)c1c(O)c2ccccc2oc1=O was read as MITF inh -22, GPR151 activ -0.2, TEAD-YAP inh 9 and FBW7 activator 0.2.
CCOc1ccc(-n2nc(C(=O)N(C)c3cc(Cl)ccc3C)c3ccccc3c2=O)cc1 was read as MITF inh 12, GPR151 activ 0.5, TEAD-YAP inh -8 and FBW7 activator 0.1.
`O=C(Nc1ccc(-c2csc(Nc3cccc(O)c3)n2)cc1)c1ccccc1` gave MITF inh 2, GPR151 activ 1.3, TEAD-YAP inh -13 and FBW7 activator 0.2.
CC1CCN(C(=O)CSc2nc3sc4c(c3c(=O)n2CC2CCCO2)CCC4)CC1 (stereo not given) was read as MITF inh 8, GPR151 activ -0.3, TEAD-YAP inh 5 and FBW7 activator 0.2.
`COC(=O)c1c(NC(=O)c2cccs2)sc(C(=O)Nc2cccc(OC)c2)c1C` gave MITF inh 16, GPR151 activ 0.6, TEAD-YAP inh -12 and FBW7 activator 0.1.
COc1ccc(-c2nc(C)cc(Nc3ccccc3)n2)cn1 was read as MITF inh 20, GPR151 activ 3.6, TEAD-YAP inh -41 and FBW7 activator 0.0.
Screening O=C(CSc1nnnn1-c1ccc2c(c1)OCO2)c1ccccc1F returned MITF inh 3, GPR151 activ 1.7, TEAD-YAP inh 2 and FBW7 activator -0.1.
NS(=O)(=O)c1ccc(CNC(=O)Nc2ccc(Br)cc2Cl)cc1 was read as MITF inh 12, GPR151 activ 8.7*, TEAD-YAP inh -9 and FBW7 activator 0.0.
`O=C1CC(N2CCN(C(c3ccc(F)cc3)c3ccc(F)cc3)CC2)C(=O)N1c1ccc(Cl)cc1` (stereo not given) gave MITF inh -4, GPR151 activ 0.8, TEAD-YAP inh 5 and FBW7 activator -0.1.
For O=C(Cc1c(Sc2ccccc2)c2ccccc2n1Cc1ccccc1)Nc1ccccc1C(F)(F)F the results were MITF inh 1, GPR151 activ -1.4, TEAD-YAP inh -1 and FBW7 activator 0.0.
`Cc1csc(=Nc2ccccc2)n1C` gave MITF inh -4&4, GPR151 activ -1.3&-0.9, TEAD-YAP inh -19&-16 and FBW7 activator 0.0&-0.3.
O=C(CNC(=S)NC(=O)c1ccc(Cl)cc1)c1ccccc1 was read as MITF inh -1, GPR151 activ 0.7, TEAD-YAP inh -9 and FBW7 activator 0.1.
`CC1(C)NC(=O)N(CC(O)COc2ccc(F)cc2)C1=O` (stereo not given) gave MITF inh 17, GPR151 activ 0.0, TEAD-YAP inh 6 and FBW7 activator 0.0.
C=CCOc1ccc(/C=N/NC(=O)CC(=O)NC2CCCCC2)cc1 was read as MITF inh -14, GPR151 activ 0.6, TEAD-YAP inh 0 and FBW7 activator -0.1.
Screening COc1ccc(C2NC(=O)c3c(sc4c3CCN(C)C4)N2)cc1O (stereo not given) returned MITF inh 11, GPR151 activ 0.9, TEAD-YAP inh -4 and FBW7 activator 0.5.
Screening CC(C)(C)C(=O)N1CCC(O)(CS(=O)(=O)Cc2ccccc2)CC1 returned MITF inh 22, GPR151 activ 0.1, TEAD-YAP inh 2 and FBW7 activator 0.3.
For CCCc1n(CC(O)COC2CCCCC2)c2ccccc2[n+]1C (stereo not given) the results were MITF inh 2, GPR151 activ -0.4, TEAD-YAP inh 2 and FBW7 activator 0.2.
NC(=O)c1ccccc1NC(=O)COc1cccc(Cl)c1 was read as MITF inh -1, GPR151 activ -2.1, TEAD-YAP inh -68 and FBW7 activator 0.1.
For Nc1nc(-c2cc3ccccc3oc2=O)nc2c1c(=O)oc1ccccc12 the results were MITF inh 4, GPR151 activ -0.3, TEAD-YAP inh 9 and FBW7 activator 0.2.
Screening O=C(CNC(=S)N(Cc1ccccc1)Cc1ccccc1F)NC1CCCC1 returned MITF inh 2, GPR151 activ -1.0, TEAD-YAP inh -4 and FBW7 activator 0.1.
`CCc1ccc(-c2nc(CS(=O)CC(=O)NC3CC3)c(C)o2)cc1` (stereo not given) gave MITF inh 9, GPR151 activ -0.5, TEAD-YAP inh 1 and FBW7 activator 0.7.
c1ccc(CC2CCN(CCN3CCn4c3nc3ccccc34)CC2)cc1 was read as MITF inh -3, GPR151 activ 1.9, TEAD-YAP inh 13 and FBW7 activator -0.1.
CCOc1ccc(NC(=O)c2ccc([N+](=O)[O-])cc2)cc1 was read as MITF inh 19, GPR151 activ -1.8, TEAD-YAP inh -34 and FBW7 activator 0.1.
`O=C(c1cc([N+](=O)[O-])ccc1Cl)n1nnc2ccccc21` gave MITF inh 11, GPR151 activ 2.6, TEAD-YAP inh 4 and FBW7 activator 0.2.
`O=C(CSc1nnc2n(Cc3ccccc3)c(=O)c3ccccc3n12)N1CCCC1` gave MITF inh 1, GPR151 activ -0.6, TEAD-YAP inh -6 and FBW7 activator 0.0.
`Cc1ccc(CNC(=O)c2nnn(Cc3ccc(F)cc3)c2N)cc1` gave MITF inh 1, GPR151 activ 1.0, TEAD-YAP inh 15 and FBW7 activator -0.1.
`CC(C)NC(=O)c1ccccc1NC(=O)c1ccc(Br)cc1` gave MITF inh -18, GPR151 activ 1.7, TEAD-YAP inh -1 and FBW7 activator 0.0.
Screening CC(=O)NC(=O)c1cc2ccccc2oc1=Nc1ccc(I)cc1 returned MITF inh 1, GPR151 activ 0.5, TEAD-YAP inh -4 and FBW7 activator 0.1.
Screening O=C(c1nn2c(C(F)(F)F)cc(-c3ccc(Br)cc3)nc2c1Br)N1CCCCCC1 returned MITF inh -3, GPR151 activ -0.7, TEAD-YAP inh -6 and FBW7 activator 0.0.
For C/C(CC(=O)Nc1cccc(Cl)c1)=N\NC(=O)c1ccc(O)cc1O the results were MITF inh 15, GPR151 activ 0.5, TEAD-YAP inh 9 and FBW7 activator 0.9.
For Cc1c(CNCCCOC(C)C)c(C(=O)O)c(C)n1Cc1ccc(F)cc1 the results were MITF inh -3, GPR151 activ 0.3, TEAD-YAP inh -2 and FBW7 activator 0.0.
For Cc1ccc2oc(-c3ccc(NC(=O)c4ccc(C(C)(C)C)cc4)cc3)nc2c1 the results were MITF inh -5, GPR151 activ -0.1, TEAD-YAP inh -60 and FBW7 activator -0.1.
CNC(=O)C1C2C=CC3(O2)C1C(=O)N(CCOC)C3C(=O)NCc1ccc(OC)cc1 (stereo not given) was read as MITF inh 11, GPR151 activ 0.1, TEAD-YAP inh 7 and FBW7 activator 0.1.
For CCOc1ccc(/C(O)=C2\C(=O)C(=O)N(CCN(CC)CC)C2c2ccc(OC)c(OC)c2)c(C)c1 (stereo not given) the results were MITF inh -6, GPR151 activ -0.1, TEAD-YAP inh 0 and FBW7 activator 0.2.
Screening CCc1nnc(SCC2=CC(=O)N3C=CC=CC3N2)nc1CC (stereo not given) returned MITF inh -6, GPR151 activ 0.9, TEAD-YAP inh -17 and FBW7 activator 0.0.
Screening Cc1cc(C)c(S(=O)(=O)NCC2COC3(CCCCC3)O2)c(C)c1 (stereo not given) returned MITF inh 11, GPR151 activ 0.5, TEAD-YAP inh 3 and FBW7 activator 0.3.
`CCC(C)C(=O)Nc1nnc(SCC(=O)Nc2ccc(F)cc2)s1` (stereo not given) gave MITF inh -2, GPR151 activ 0.8, TEAD-YAP inh 0 and FBW7 activator -0.2.
Screening COc1ccc([N+](=O)[O-])cc1C1=N/C(=C/c2cc(OC)c(OC)c(OC)c2)C(=O)O1 returned MITF inh -3, GPR151 activ 0.1, TEAD-YAP inh 3 and FBW7 activator 0.0.
Screening Cc1cc(C)n(-c2ccc(C(=O)OCc3nnc(-c4ccccc4)o3)cc2)n1 returned MITF inh -20, GPR151 activ 1.6, TEAD-YAP inh -16 and FBW7 activator 0.3.
Screening Cc1nc(CNS(=O)(=O)c2ccc(F)cc2)cs1 returned MITF inh 14, GPR151 activ -0.9, TEAD-YAP inh 4 and FBW7 activator 0.6.
`O=C(CSc1nc2ccccc2[nH]1)Nc1ccc([N+](=O)[O-])cc1O` gave MITF inh 18, GPR151 activ 1.8, TEAD-YAP inh 0 and FBW7 activator 0.1.
Screening CCOC(=O)CN(C)C(=O)CC1C(=O)NCCN1Cc1ccc(F)c(F)c1 (stereo not given) returned MITF inh 10, GPR151 activ -1.0, TEAD-YAP inh -1 and FBW7 activator 0.1.
Screening COCCN1C(=O)/C(=C\c2c(N3CCCCC3)nc3c(C)cccn3c2=O)SC1=S returned MITF inh -2, GPR151 activ -1.0, TEAD-YAP inh 8 and FBW7 activator 0.3.
For CCCCC1=NN2C(=N)/C(=C/c3ccc(OCCOc4ccc(C)c(C)c4)cc3)C(=O)N=C2S1 the results were MITF inh 10, GPR151 activ -0.2, TEAD-YAP inh -2 and FBW7 activator 0.5.
CCN1CCN(Cc2c(C)[nH]c3c(Cl)cccc3c2=O)CC1 was read as MITF inh 2, GPR151 activ -1.4, TEAD-YAP inh 2 and FBW7 activator 0.9.
`COC(CNc1cc(-c2cncc(-c3cc4ccccc4s3)c2)nc(C)n1)OC` gave MITF inh -13, GPR151 activ 2.2, TEAD-YAP inh -23 and FBW7 activator -0.1.
For NC(N)=NS(=O)(=O)c1ccc(N/C=C/C(=O)c2ccc(Cl)c(Cl)c2)cc1 the results were MITF inh 1, GPR151 activ 1.8, TEAD-YAP inh -4 and FBW7 activator -0.1.
O=C(Oc1ccc(-c2nc(-c3ccccc3Cl)no2)cc1)c1ccccc1 was read as MITF inh 7, GPR151 activ -3.4, TEAD-YAP inh 14 and FBW7 activator 0.0.

Screens deposited in PubChem by The Scripps Research Institute Molecular Screening Center.
